Source: PubChem
APEX1 inh: inhibitors of human APE1 endonuclease; recombinant APE1, TAMRA/BHQ-2 abasic DNA cleavage fluorescence; Potency, µM (highest dose often 65.8 µM), inactives show at the highest dose activity change, negative = inhibition, actives largely listed as inhibitors; hit rate 0.35% among 350,000; AID 2517;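 further: potency means the concentration at half of the fitted maximal effect; plate controls were vehicle for no effect and reference inhibitor for full effect; nearly all actives have a fitted effect of over 55% in size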
Target sequence (P27695 whole entry, looked up): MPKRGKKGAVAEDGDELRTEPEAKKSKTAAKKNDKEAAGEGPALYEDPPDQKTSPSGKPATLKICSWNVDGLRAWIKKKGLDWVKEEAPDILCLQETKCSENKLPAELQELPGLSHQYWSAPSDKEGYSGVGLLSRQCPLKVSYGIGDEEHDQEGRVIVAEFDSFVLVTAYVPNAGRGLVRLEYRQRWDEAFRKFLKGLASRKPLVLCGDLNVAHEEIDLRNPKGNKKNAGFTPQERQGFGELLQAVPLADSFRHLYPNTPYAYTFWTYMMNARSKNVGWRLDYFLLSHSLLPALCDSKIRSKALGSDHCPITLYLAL
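APE1 at 0.75 nM final was preincubated with compound 15 min at room temperature, then 50 nM double-stranded THF abasic-site substrate (5'-TAMRA/3'-BHQ-2) was added. Fluorescence (ex 525/em 598 nm) was read kinetically; third-minus-first read gave activity.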
TRHR agonist: activates the human TRH receptor; hit rate 0.18% among 360,000; TRHR cells, calcium flux fluo-8, FDSS agonist mode; activation, % at 2 µM; AID 493084; in the data active means activation above about 30%; further: 0% is about no effect
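Steps: seed TRHR cells overnight; add fluo-8 no-wash Ca dye, RT 30 min–1.5 h; record 10 s baseline; pin-transfer compounds; monitor fluorescence 1 cycle/s for the agonist window. Calcium increases flag candidate agonists.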
POLB inh: DNA polymerase beta (human) inhibition; P06746; Pol beta primer extension/strand displacement, fluorescence kinetic; Potency, µM (top dose mostly 114 µM), for inactives: at the highest dose activity change, negative = inhibition, actives largely listed as inhibitors; hit rate 1.3% among 340,000; AID 485314; further: potency means the concentration at half of the fitted maximal effect; on the % scale 0 is the no-effect control and ±100 the full control effect
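Reaction started by 50 nM substrate onto compound-treated Pol beta (10 nM, 15 min preincubation, room temperature); plates read at 0 min and 10 min. Normalized concentration-effect data fitted by four-parameter Hill equation.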
BLM helicase inh: inhibitors of human Bloom syndrome helicase BLM; recombinant BLM DNA unwinding, fluorescence dequenching; Potency, µM (top dose mostly 56.1 µM), for the others: at the top dose activity change, negative = inhibition, most hits filed as inhibitors; hit rate 0.2% among 350,000; AID 2528;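 further: potency means the concentration at half of the fitted maximal effect; plate controls were vehicle for no effect and no enzyme for full effect; nearly all actives have a fitted effect of over 35% in size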
Anesthetic bind: candidate novel general anesthetic via apoferritin binding; P02791; apoferritin/1-aminoanthracene competitive binding, fluorescence; Potency, µM (series often up to 77.5 µM), inactives show at the highest dose activity change, negative = displacement, actives largely listed as inhibitors; hit rate 0.074% among 350,000; further: potency means the concentration at half of the fitted maximal effect; on the % scale 0 is the no-effect control and ±100 the full control effect; nearly all actives have a fitted effect of over 20% in size
Target sequence (P02791 2-175 limits assumed): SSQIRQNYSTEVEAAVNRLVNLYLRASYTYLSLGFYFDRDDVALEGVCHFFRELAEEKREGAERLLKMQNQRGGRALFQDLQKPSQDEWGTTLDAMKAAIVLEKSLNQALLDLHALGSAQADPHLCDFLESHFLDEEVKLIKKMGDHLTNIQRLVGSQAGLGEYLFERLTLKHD
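In PBS, apoferritin at 10 uM is loaded with 1-AMA from a 50% saturated solution. After 10 min of compound exposure at ambient temperature, reduced 535 nm fluorescence indicates probe displacement.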
ALOX12 inh: blocks human arachidonate 12S-lipoxygenase; Potency, µM (series often up to 108 µM), for the others: at the highest dose activity change, negative = inhibition, actives largely listed as inhibitors; purified 12hLO, xylenol orange hydroperoxide absorbance; hit rate 1.1% among 580,000; AID 1671190; P18054; further: potency means the concentration at half of the fitted maximal effect; on the % scale 0 is the no-effect control and ±100 the full control effect
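Hydroperoxide product was detected by ferrous iron/xylenol orange as the 573 to 405 nm absorbance ratio. Arachidonic acid at 40 uM (final) was turned over for 30 min at room temperature by 150 nM human 12hLO, pH 7.0 Hepes buffer, after 15 min compound preincubation.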
Pol iota inh: inhibitors of human DNA polymerase iota; Potency, µM (top dose mostly 115 µM), without a hit: top-dose activity, negative = inhibition, usual class: inhibitors; Q9UNA4; hit rate 1% among 390,000; Pol iota fluorescent replication assay, 10 min; AID 588590; further: potency means the concentration at half of the fitted maximal effect
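Pol iota at 10 nM preincubated 15 min with compounds at room temperature; reaction started with fluorescent substrate, 50 nM final. Fluorescence read kinetically at 0 and 10 min; buffer-only wells as negative control.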
POLK inh: blocks human DNA polymerase kappa activity. purified Pol kappa, fluorescent DNA synthesis assay, 10 min. Potency, µM (doses to about 107 µM), for the others: top-dose activity, negative = inhibition, actives largely listed as inhibitors. hit rate 0.53% among 400,000. AID 588579; further: potency means the concentration at half of the fitted maximal effect; on the % scale 0 is the no-effect control and ±100 the full control effect
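Pol kappa 10 nM + cpd, 15 min RT; start w/ substrate 50 nM final; fluorescence kinetic read, 0 and 10 min. Neg ctrl: buffer, no enzyme.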
ERG Ets-DNA blk: ERG Ets/DNA interaction inhibition. fluorescence polarization, His-ERG Ets domain / labelled DNA. Potency, µM (top dose mostly 76.9 µM), inactives show at the top dose FP activity, negative = inhibition, usual class: inhibitors. hit rate 0.028% among 370,000. P11308. AID 624246; active means well fitted inhibition curve with a large enough effect in the polarisation, with a control signal flat; inconclusive means small, poorly fitted or top-dose-only effect, or effect the other way, or a change in a side signal; inactive means no such curve, though single readings can be large or run the other way; the % refers to the polarisation;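 further: polarization taken with two DNA probes labelled with fluorescein and Texas red; potency means the concentration at half of the fitted maximal effect; % of control where 0% means no effect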
Target sequence (P11308 whole entry, looked up, the tested form may be a part): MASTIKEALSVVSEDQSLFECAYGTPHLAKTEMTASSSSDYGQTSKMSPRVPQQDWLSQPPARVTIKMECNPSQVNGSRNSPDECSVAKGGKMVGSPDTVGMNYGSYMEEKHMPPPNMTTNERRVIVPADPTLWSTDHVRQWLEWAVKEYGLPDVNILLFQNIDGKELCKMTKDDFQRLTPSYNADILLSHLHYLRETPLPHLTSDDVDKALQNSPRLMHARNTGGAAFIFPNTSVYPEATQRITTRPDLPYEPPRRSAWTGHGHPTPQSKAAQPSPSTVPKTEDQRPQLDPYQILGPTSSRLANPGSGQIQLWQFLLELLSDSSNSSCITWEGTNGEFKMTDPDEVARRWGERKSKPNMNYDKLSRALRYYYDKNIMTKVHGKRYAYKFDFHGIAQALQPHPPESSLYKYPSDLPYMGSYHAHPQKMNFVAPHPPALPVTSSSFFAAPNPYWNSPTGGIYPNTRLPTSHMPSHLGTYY
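His-tagged ERG Ets domain (1 uM in the protein solution; 300mM KCl, 50mM Tris-HCl, 1mM EDTA, 1mM DTT, pH 7.5) received compound, then a probe mix of 5 nM fluorescein-DNA and 100nM Texas-615-DNA. Fluorescence polarization was read for both dyes.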
Numbers without * were called inactive; ? = inconclusive; · = no result given; [ ] = remark or other dose. Unless noted, the call rests on the fitted dose curve; in most records, active means well fitted curve in the direction sought with a large enough effect; inconclusive means small, poorly fitted or top-dose-only effect, or another doubt; inactive means no such curve, though single readings can be large; an effect the other way counts as inactive or inconclusive.

| Compound | APEX1 inh | TRHR agonist | POLB inh | BLM helicase inh | Anesthetic bind | ALOX12 inh | Pol iota inh | POLK inh | ERG Ets-DNA blk |
| --- | --- | --- | --- | --- | --- | --- | --- | --- | --- |
| Cc1ccc(N2CCN(S(=O)(=O)c3ccc4c(c3)oc(=O)n4C)CC2C)cc1 (stereo not drawn) | 57.8%[activator] | 0.8 | 6.2% | 1.6% | -20.6% | 2.3% | -3.3% | 9.2% | -2.2% |
| Cc1ccc(NC(=O)Cn2c(=O)n(Cc3nc(-c4ccccc4)no3)c(=O)c3cc4c(cc32)OCO4)c(C)c1 | · | 0.5 | 1.8% | -1.5% | 4.1% | -22.9% | 9.8% | -12.6% | -2.3% |
| CCn1c(=O)n(CC(=O)N2CCN(c3ccccc3F)CC2)c(=O)c2ccccc21 | -3.6% | 0.4 | 9.4% | 0.0% | -16.8% | -7.1% | 11.1% | -5.8% | -0.3% |
| COc1cc(/C=C2\SC(=S)N(N(C)c3ccccc3)C2=O)ccc1O | 4.4% | 36.5* | ? | -6.3% | -5.5% | -29.5% | ? | -16.8% | 153.1%[activator] |
| CCc1ccc(NC(=O)CN(c2ccc(Cl)cc2)S(=O)(=O)c2ccsc2C(=O)OC)cc1 | · | -1.0 | -1.7% | -7.9% | -7.4% | ? | -5.5% | 0.0% | 8.9% |
| COc1ccc(/C(O)=C2/C(=O)C(=O)N(CCN(C)C)C2c2ccc(OC)c(OC)c2)c(C)c1 (stereo not drawn) | -1.1% | 0.5 | -3.0% | 0.3% | -16.5% | ? | 7.0% | 4.4% | 3.3% |
| Cc1cccc(NC(=S)Nc2ccc3cn[nH]c3c2)c1 | 8.9% | 0.3 | 0.2%[57.1 µM] | 2.7% | -8.5% | -21.0% | 10.5% | -20.8% | 1.2% |
| CCCCCCCCN1C(=O)C(O)=C(C(C)=O)C1c1ccccn1 (stereo not drawn) | 12.5% | 0.0 | 8.3% | 2.9% | -16.9% | -8.0% | 3.2% | 5.5% | -8.5% |
| O=C(c1ccccc1)C1CCN(C(=O)Nc2ccccc2)CC1 | -1.0% | 0.3 | 1.6% | -4.6% | -12.2% | 1.6% | -6.5% | -11.9% | 2.4% |
| Cc1ccc(N(CC(=O)N2CCCCCC2)S(C)(=O)=O)cc1Cl | 8.4% | -0.6 | 44.0% | -3.0% | -15.5% | 0.0% | 16.0% | 1.4% | 12.0% |
| CCN(CC)C1=C(Cl)C(=O)C(Cl)C12OCCO2 (stereo not drawn) | 18.9% | -0.9 | 3.0% | -4.5% | 1.2% | 0.0% | -10.6% | -1.3% | 0.7% |
| COc1ccc(S(=O)(=O)N2CCCCCC2)cc1C(=O)N(C)CC(=O)Nc1ccc(Cl)c(Cl)c1 | 4.5% | 0.4 | · | · | · | -26.4% | -16.5% | -7.6% | -5.1% |
| CCOCc1c(C(=O)OCC(=O)Nc2ccccc2C(N)=O)oc2ccccc12 | -3.7% | -0.4 | · | · | · | ? | -22.4% | -13.8% | -10.4% |
| CCN(CC(=O)NCc1ccc(F)cc1)C(=O)Cc1ccc(OC)cc1 | 7.2% | -0.8 | -29.0% | -0.8% | -14.4% | -4.5% | 110.4%[activator] | 1.7% | -5.4% |
| O=C1CC(=O)N(CCNc2ncc(C(F)(F)F)cc2Cl)C(=O)N1 | -3.2% | 0.2 | 56.2µM* | -26.3% | ? | ? | 25.1µM* | ? | 0.8% |
| CCOc1ccc2nc(NC(NC(=O)CC)(C(=O)OC)C(F)(F)F)sc2c1 (stereo not drawn) | -1.0% | -0.5 | -12.0% | -1.7% | -20.2% | 1.1% | -11.5% | -3.7% | -3.1% |
| COc1cc(OC)c(NC(=O)CCc2nc(-c3cccs3)no2)cc1Cl | -3.7% | -0.3 | 3.7% | 0.3% | -11.8% | 10.7%[57.4 µM] | -11.1% | 1.2% | 5.7% |
| CN1C(=O)Cc2cc(S(=O)(=O)Nc3ccc(Cl)cc3)ccc21 | 49.2%[activator] | 1.4 | 3.4% | -0.9% | 2.3% | ? | -12.9% | -2.2% | 4.9% |
| COc1cccc(C(=O)NN2c3ccccc3CCc3ccccc32)c1 | 3.4% | -0.7 | -1.4% | 5.0% | -10.0% | -4.6% | 16.1% | -18.4% | 4.2% |
| COc1ccc(-n2c(=O)c(C)nc3cnc(N4CCOCC4)nc32)cc1 | -0.6% | · | · | -2.0% | · | 0.0% | · | -0.1%[60.1 µM] | · |
| O=C(Nc1cccc(C(=O)O)c1)/C(=C\c1ccccc1Cl)NC(=O)c1ccco1 | 48.3% | -1.3 | 3.0% | -2.5% | -6.9% | -5.6% | 24.9% | -22.6% | 5.2% |
| O=C(NCc1ccc2c(c1)OCO2)Nc1ccc2nsnc2c1 | 2.4% | -0.1 | -22.3% | -3.8% | -6.9% | -3.5% | 74.6%[activator] | -16.8% | -3.6% |
| O=C(N/N=C/c1ccccn1)c1ccc(N/N=C/c2ccccn2)cc1 | -6.3% | 0.0 | ? | -5.6% | -16.6% | -0.7% | 11.1% | 3.1%[60.1 µM] | -14.8% |
| CC(=O)c1ccc(NC(=O)c2ccc(-n3cncn3)c([N+](=O)[O-])c2)cc1 | 44.8% | 0.2 | 0.7% | -2.0% | -10.4% | -19.6% | -1.3% | 0.1% | -6.5% |
| CCOC(=O)c1sc(-c2ccccn2)nc1C | -4.8% | -0.4 | 28.6% | -0.8% | -5.5% | -5.1% | 144.5%[activator] | -6.9% | -0.1% |
| O=C(OCC(=O)N1CCOCC1)c1ccccc1SCC(=O)N1CCCC1 | 6.3% | 0.3 | 26.1% | 0.4% | -5.9% | 0.0% | -5.7% | 2.4% | 3.8% |
| O=C(C1=C[C@H](c2ccc(C(F)(F)F)cc2)C[C@H](OCc2ccc(CO)cc2)O1)N1CCOCC1 | 2.9% | 0.6 | -10.3% | 0.3% | -3.3% | 6.1% | -0.5% | -0.5% | -6.1% |
| Cc1ccc(C(C)C)c(OCc2ccc(C(=O)N/N=C/c3ccc(O)cc3O)cc2)c1 | -0.9% | 0.1 | -3.3% | -10.1% | -13.2% | -8.9% | 2.3% | -6.8% | 0.8% |
| COC(=O)c1cc(NS(=O)(=O)c2ccc(NC(C)=O)cc2)ccc1Cl | -3.5% | 0.1 | 4.1% | 1.9% | 1.6% | 0.0% | 16.0% | 0.4% | 5.6% |
| CC(=O)c1c(N2CCCCC2)nc(=O)n(-c2ccccc2)c1C | 27.9% | 0.2 | -3.9% | -1.8% | 3.2% | 0.0% | 11.8% | 1.0% | 2.5% |
| O=c1c(Cc2ccc(F)cc2)c(O)ccn1Cc1ccco1 | 14.8% | -0.4 | 43.5% | -6.0% | -2.0% | -0.8% | -4.5% | 3.2% | 9.6% |
| O=C(Cn1cnc2ccccc2c1=O)N1CCN(c2ccccc2)CC1 | -0.9% | -0.5 | -0.4% | -1.9% | -16.3% | 0.0% | 21.9% | -1.8% | 2.7% |
| CN1CCN(CCCNC(=O)c2ccc3c(Cl)c4c(nc3c2)CCCC4)CC1 | 0.1% | -0.1 | 16.4% | 6.5% | -23.1% | 4.8% | 1.9% | 5.2% | -15.8% |
| COc1ccc(CNc2ncnc3cc(OC)c(OC)cc23)cc1OC | -2.1% | 0.8 | 8.8% | 9.7% | -5.5% | 1.3% | 152.3%[activator] | -7.8% | 3.1% |
| CCOCCCNC(=O)c1ccccc1SCC | 15.4% | 0.1 | -0.7% | 5.4% | 7.2% | -16.8% | 9.4% | -7.2% | 3.5% |
| Cn1c(CN(O)S(=O)(=O)c2ccc(Cl)cc2)nnc1C(F)(F)F | -7.7% | 0.2 | 21.7% | -4.7% | -0.3% | ? | 28.8% | -2.5% | 0.0% |
| COc1ccc2c(c1)-c1nc(NC(=O)c3ccco3)sc1CC2 | -4.2% | 0.1 | ? | -13.1% | -14.5% | ? | 0.2% | -9.9% | -2.4% |
| COC(=O)c1ccc(NC(=O)Nc2ccc(F)cc2F)cc1 | 8.3% | 0.8 | -0.9% | -1.9% | -5.7% | -4.6% | 1.5% | 3.1% | 12.8% |
| Cc1ccc(Sc2c(C(=O)NCc3ccccc3C)[nH]c3ccccc23)cc1 | · | -0.4 | 4.4% | 1.3% | -1.6% | -22.6% | 39.4%[activator] | -0.4% | 6.9% |
| O=C(C(c1ccccc1)N1CCOCC1)N1CCOCC1 (stereo not drawn) | 6.7% | -0.7 | 11.9% | 2.3% | -2.9% | 0.0% | -11.5% | -1.6% | -4.4% |
| C/C(=N/NC(=O)c1cc(O)c(O)c(O)c1)c1ccc([N+](=O)[O-])cc1 | 2.7% | 0.3 | 1.78µM* | -20.2% | -20.3% | ? | ? | 12.6µM* | 3.0% |
| COc1c(Br)cc(/C=N/n2c(-c3ccccc3)n[nH]c2=S)c(O)c1Br | 0.1% | -0.1 | 3.55µM* | -1.4% | 61.8%[activator] | ? | ? | 2µM* | 24.3% |
| CSCCC(NC(=O)COc1cccc2ccccc12)C(=O)O (stereo not drawn) | 9.8% | -1.0 | 3.5% | 1.5% | -7.0% | -25.9% | 9.7% | -5.6% | 2.4% |
| CC(C)C(=O)N[C@H]1CCC2C3CC=C4C[C@@H](O)CC[C@]4(C)C3CC[C@@]21C (stereo partly drawn) | -1.6% | · | · | · | · | 11.3% | 21.6% | -0.8% | -5.3% |

Whole records as entered above.
C/C(=N/NC(=O)c1cc(O)c(O)c(O)c1)c1ccc([N+](=O)[O-])cc1 in the list: APEX1 inh = 2.7%; TRHR agonist = 0.3; POLB inh = 1.78µM*; BLM helicase inh = -20.2%; Anesthetic bind = -20.3%; ALOX12 inh = ?; Pol iota inh = ?; POLK inh = 12.6µM*; ERG Ets-DNA blk = 3.0%
O=C(OCC(=O)N1CCOCC1)c1ccccc1SCC(=O)N1CCCC1 in the list: APEX1 inh = 6.3%; TRHR agonist = 0.3; POLB inh = 26.1%; BLM helicase inh = 0.4%; Anesthetic bind = -5.9%; ALOX12 inh = 0.0%; Pol iota inh = -5.7%; POLK inh = 2.4%; ERG Ets-DNA blk = 3.8%

This is a subset. The share of hits here may be higher or lower than overall.
